HT1080-NT tox – kills 2HG-producing HT-1080-NT fibrosarcoma cells. HT-1080-NT fibrosarcoma viability, CellTiter-Glo ATP luminescence, 48 h. Potency, µM (titrated, usually from 46.1 µM), for the others: top-dose activity, negative = less viability, actives largely listed as cytotoxic. 360,000 compounds, 1.6% hits. AID 686970;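 also: NT is the 2HG producing partner of a matched IDH1 knockdown line; 0% = DMSO-treated cells and -100% = media-only wells without cells; nearly all actives have a fitted effect of over 55% in size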
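Luminescent CellTiter-Glo readout after 48 hours of compound exposure at 37 degrees C defined viability of HT-1080-NT cells. Activity was normalized to DMSO wells and cell-free media wells; concentration-response curves were fitted and assigned curve classes.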
KB-3-1 tox – kills parental KB-3-1 adenocarcinoma cells; KB-3-1 viability, CellTiter-Glo ATP luminescence, 72 h; Potency, µM (series often up to 46.1 µM), for the others: at the top dose activity change, negative = cytotoxic, actives largely listed as cytotoxic; 400,000 compounds, 1.4% hits; AID 1347075; also: % is scaled to controls: 0 for no effect and ±100 for the full control effect; nearly all actives have a fitted effect of over 60% in size
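Cytotoxicity measured as CellTiter-Glo luminescence after 72 h at 37 C. Compound titrations were pinned onto drug-naive KB-3-1 parental adenocarcinoma cells grown in DMEM with 10% FBS, and normalized data fitted to concentration-response curves.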
SW480 rereplic – DNA re-replication induction in SW480 cells. SW480 DNA re-replication, Hoechst DNA content imaging, 48 h. Potency, µM (highest dose often 46.1 µM), for the others: at the top dose re-replication activation, hits mostly activators. 340,000 compounds, 1.8% hits. AID 624297; also: % of control where 0% means no effect; nearly all actives have a fitted effect of over 55% in size
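Quantitative HTS format with DMSO vehicle controls; 48 hr drug incubation at 37 C, then 40 min Hoechst staining and scanning imager measurement at 405 nm excitation.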
GLP1R ag – GLP-1 receptor (human) agonism; 380,000 compounds, 0.007% hits; Potency, µM (highest dose often 45.6 µM), without a hit: at the highest dose activation, most hits filed as activators; HEK293 GLP-1R CRE-luciferase, luminescence, 4-6 h; cells express a hypersensitive GLP-1R form; P43220; also: % of control where 0% means no effect
Target sequence (P43220 whole entry, looked up): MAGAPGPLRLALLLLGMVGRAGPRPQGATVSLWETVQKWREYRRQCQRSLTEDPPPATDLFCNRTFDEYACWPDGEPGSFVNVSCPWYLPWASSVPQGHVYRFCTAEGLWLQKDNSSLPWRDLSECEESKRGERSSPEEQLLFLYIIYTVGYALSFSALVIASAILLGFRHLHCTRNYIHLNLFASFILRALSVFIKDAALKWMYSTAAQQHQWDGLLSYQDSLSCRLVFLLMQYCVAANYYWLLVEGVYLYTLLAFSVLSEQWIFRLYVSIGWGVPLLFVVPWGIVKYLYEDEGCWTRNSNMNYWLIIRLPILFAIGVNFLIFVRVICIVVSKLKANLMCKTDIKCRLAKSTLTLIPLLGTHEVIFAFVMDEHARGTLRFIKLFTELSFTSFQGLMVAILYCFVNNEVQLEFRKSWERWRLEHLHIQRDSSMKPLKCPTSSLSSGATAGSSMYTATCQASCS
KB-V1 MDR tox – kills drug-selected multidrug resistant KB-V1 cells | KB-V1 MDR cells viability, CellTiter-Glo, 72 h | Potency, µM (top dose mostly 46.1 µM), without a hit: at the highest dose activity change, negative = cytotoxicity, hits mostly cytotoxic | 400,000 compounds, 3.4% hits; also: % is scaled to controls: 0 for no effect and ±100 for the full control effect; nearly all actives have a fitted effect of over 60% in size
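Readout: CellTiter-Glo luminescence, 10 min after addition. Cells: KB-V1 MDR subline, 72 h at 37 degrees C with compound. Analysis: corrected, normalized data fitted to concentration-effect curves.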
GLP1R cytotox – cytotoxic in the GLP-1 receptor inverse agonist counter-screen. 410,000 compounds, 0.13% hits. HEK293 cAMP-luciferase reporter cells, luminescence, 24 h. Potency, µM (top dose mostly 38.3 µM), for the others: at the top dose activity change, negative = inhibition, usual class: inhibitors;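 also: loss of luciferase light is scored as toxicity; % is scaled to controls: 0 for no effect and ±100 for the full control effect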
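1536-well qHTS counterscreen of the MLSMR; 200 cells/uL, 12 h pre-incubation, 23 nL cpd, 24 h at 37 deg C 5% CO2, luciferase detection reagent, 12 min RT, luminescence. Inhibition = undesired.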
TDP43 rescue – TDP-43 toxicity inhibition in yeast; TDP-43 expressing yeast growth rescue, BacTiter-Glo, 24 h; Potency, µM (titrated, usually from 46.1 µM), for the others: at the top dose growth rescue (activation), hits mostly activators; 410,000 compounds, 1.8% hits; AID 652104; also: % of control where 0% means no effect; nearly all actives have a fitted effect of over 50% in size
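Readout is BacTiter-Glo luminescence of cell growth, so inhibitors register as activators. TDP-43-expressing yeast at OD600=0.02 in galactose medium, after raffinose pregrowth to mid-log, were incubated with compound for 24 hr at 30 deg C.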
GLP-1R inv ag – inverse agonists of human GLP-1 receptor | HEK293 GLP-1R CRE-luciferase, luminescence, 24 h; GLP-1R form is constitutively active | AID 624417 | Potency, µM (highest dose often 38.3 µM), for the others: top-dose activity change, negative = inhibition, hits mostly inhibitors | 410,000 compounds, 1.6% hits; also: % is scaled to controls: 0 for no effect and ±100 for the full control effect; nearly all actives have a fitted effect of over 55% in size
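qHTS in 1536-well format: reporter HEK293 cells expressing constitutive GLP-1R activity in DMEM + 10% Nu serum, 24 hr with compounds at 37 deg C, luminescence read after 12 min with detection reagent.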
HT1080 IDH1KD tx – HT-1080 IDH1 knockdown cell toxicity (counter line). AID 686971. HT-1080 IDH1 knockdown viability, ATP luminescence, 48 h. Potency, µM (top dose mostly 46.1 µM), for inactives: at the top dose activity, negative = toxicity, usual class: cytotoxic. 360,000 compounds, 2% hits;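 also: 0% = DMSO wells and -100% = cell-free medium wells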
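Assay cells: HT-1080 with IDH1 knockdown, 750 per well, RPMI/5% FBS. Exposure: 48 h at 37 °C following 2 h pre-incubation. Read: CellTiter-Glo luminescence; fitted concentration-response, curve class assigned.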
* = called active by the depositor; u = inconclusive; x = no result given; & = joins results of further samples; [ ] = dose if it differs, or a comment. Calls follow the shape of the dose curve; as a rule, active = well fitted curve in the direction sought with a large enough effect; inconclusive = small, poorly fitted or top-dose-only effect, or another doubt; inactive = no such curve, though single readings can be large; an effect the other way counts as inactive or inconclusive. Potency is read from the fitted curve at half-maximal effect.

SMILES	HT1080-NT tox	KB-3-1 tox	SW480 rereplic	GLP1R ag	KB-V1 MDR tox	GLP1R cytotox	TDP43 rescue	GLP-1R inv ag	HT1080 IDH1KD tx
c1ccc(C(c2nnnn2Cc2ccco2)N2CCN(C3CCCC3)CC2)cc1 (stereo not given)	4%	-6%	1%	0%	0%	0%	-21%	2%	1%
CC(C)c1ccc(NC(=O)c2cccc3c2C(=O)N(C2CCCCC2)C3)cc1	x	-4%	x	x	-14%	-1%	3%	1%	x
COc1cccc(NC(=O)CN(C)C(C)C(=O)N2CCCCC2)c1 (stereo not given)	-1%	0%	18%	3%	-4%	4%	-27%	u	15%
COc1ccc(-c2noc(-c3ccc(NCCc4ccccc4)c([N+](=O)[O-])c3)n2)cc1OC	x	-7%	x	x	0%	5%	12%	17%	x
O=C(Cc1ccc(Cl)c(Cl)c1)N1CCOCC1	17%	1%	2%	3%	8%	-12%	4%	14%	6%
Cn1c(=O)cc(OCC(=O)NC2CCCCC2)c2ccccc21	2%	-7%	-32%[inhibitor]	5%	8%	10%	3%	14%	-1%
CCOC(=O)c1cnc2c(C(=O)OCC)cnn2c1N	21%	1%	-16%	-1%	0%	7%	7%	33%[activator]	10%
O=[N+]([O-])c1ccc(S(=O)(=O)N2CCN(c3ccccn3)CC2)cc1	2%	4%	x	0%	-7%	-11%	22%	3%	1%
CCN1/C(=N\N)c2cccc3cccc1c23	1%	1%	-7%	-5%	2%	-29%	21%	2%	3%
CSCCC(NC(=O)CCC(=O)OCC(=O)[C@@]1(O)CCC2[C@@H]3CCC4=CC(=O)C=C[C@]4(C)C3[C@@H](O)C[C@@]21C)C(=O)O (stereo not given in full)	28%	16%	3%	-6%	15%	-5%	-5%	21%	u
CCCOc1ccccc1/C=C1\SC(N)=NC1=O	2%	-1%	0%	3%	10%	-5%	19%	-12%	3%
CCCCCNC(=O)[C@@H]1CSC2c3ccccc3C(=O)N21 (stereo not given in full)	6%	-19%	-6%	9%	-14%	3%	14%	-5%	2%
COc1ccc(N(CC(=O)NCc2ccc3c(c2)OCO3)S(=O)(=O)c2ccc(O)c(C(=O)O)c2)cc1	-3%	2%	2%	-27%	-14%	u	13%	12%	0%
CN(C)S(=O)(=O)c1ccc(C(=O)Nc2ccc3nc(N4CCOCC4)sc3c2)cc1	-2%	-4%	2%	0%	-20%	72%[activator]	9%	9%	-6%
OCCNCCCCOc1ccc(F)cc1	-2%	12%	-10%	10%	19%	4%	-21%	4%	6%
Cc1nn(-c2cccc(C(F)(F)F)c2)c(=O)c2ccccc12	-21%	6%	0%	2%	u	8%	0%	u	-25%
O=C(O)c1ccc(-n2nnnc2SCc2ccccc2Br)cc1	-2%	9%	0%	1%	23%	4%	23%	2%	10%
NC(=O)C1CCN(Cc2nc3c(Br)cc(Br)cc3c(=O)[nH]2)CC1	-19%	-4%	-2%	0%	-17%	2%[7.66 µM]	5%	6%[7.66 µM]	-23%
COc1cccc(CNC(=O)c2ccc3c(c2)nc2n3CCOC2)c1OC	x	9%	x	x	1%	3%	24%	20%	x
C=CCn1c(SCCN2CCOCC2)nc2c1c(=O)[nH]c(=O)n2C	-5%	10%	-9%	4%	17%	11%	-9%	12%	-1%
CSc1nc2ccc(NS(=O)(=O)c3ccc([N+](=O)[O-])cc3)cc2s1	-11%	-8%	-45%[inhibitor]	1%	-9%	22%	u	-5%	-13%
Cc1ccc(NC(=O)COC(=O)Cn2cnc3ccccc32)cc1S(=O)(=O)N(C)C	0%	-1%	-7%	-4%	-1%	-1%	25%	16%	14%
Cc1ccc(-c2cc(C(F)F)n3ncc(C(=O)N4CCN5CCCC5C4)c3n2)cc1 (stereo not given)	-9%	u	-1%	18%	-6%	7%	0%	u	-7%
Cc1nc2ccc(C(=O)N3c4ccccc4CC3C)cc2s1 (stereo not given)	u	u	u	-4%	u	-18%	28%	u	18µM*
Cn1c(Sc2ccc([N+](=O)[O-])cc2C(F)(F)F)nnc1-c1ccccc1	-7%	u	-2%	-8%	u	-13%	26%	u	0%

Other compounds
SMILES	HT1080-NT tox	KB-3-1 tox	SW480 rereplic	GLP1R ag	KB-V1 MDR tox	GLP1R cytotox	TDP43 rescue	GLP-1R inv ag	HT1080 IDH1KD tx
Cc1nnc(N2C(=O)C(=O)/C(=C(\O)c3ccc4c(c3)CC(C)O4)C2c2ccccc2)s1 (stereo not given)	10%	9%	-1%	-2%	26%	-4%	-18%	6%	22%
Cc1nc(N2CCN(Cc3ccc(Cl)cc3)CC2)c2oc3ccccc3c2n1	-24%	2%	6%	4%	u	-31%	-14%	u	u
CCCc1nn2c(=O)cc(COc3ccc(NC(=O)c4ccco4)cc3)nc2s1	7%	24%	20%	0%	-13%	-4%	4%	11%	14%
COc1cc(/C=C2/C(=O)ON=C2C)ccc1OCc1ccccc1F	-15%	u	u	7%	u	-27%	-11%	-15%	-14%
COc1ccc(C(=O)Nc2c(O)ccc3ccccc23)cc1OC	-16%	-3%	-19%	1%	-4%	-12%	9%	-15%	u
O=C(Cc1ccccc1[N+](=O)[O-])N1CCN(S(=O)(=O)c2ccccc2)CC1	-7%	4%	-6%	-3%	-13%	6%	-2%	-12%	-6%
Cc1ccc(NC(=O)c2ccc3c(c2)OCCO3)nc1	-5%	u	-3%	-30%	u	-8%	4%	u	-3%
O=S(=O)(c1ccc2nc(SCc3ccc(Cl)cc3)[nH]c2c1)N1CCOCC1	-19%	0%	-1%	-1%	-1%	-17%	-2%	u	-28%
O=C(COC(=O)c1ccco1)Nc1ccc([N+](=O)[O-])cc1Cl	-2%	-2%	6%	10%	2%	0%	21%	-6%	12%
CC(C)NC(=O)Nc1ccc2c(c1)C(=O)N([C@H](C)CO)C[C@H](C)[C@@H](CN(C)C(=O)Nc1ccc3c(c1)OCO3)O2	9%	0%	-21%	4%	0%	1%	11%	14%	6%
NC(=O)COC(=O)CC(c1ccccc1)c1ccccc1	2%	2%	-2%	2%	5%	5%	-6%	-13%	5%
Cc1ccc(C(=O)NCCCN2CCOCC2)c(C)c1	13%	-1%	2%	-5%	u	1%	14%	11%	11%
COc1cccc(CNC(=O)c2ccc3c(c2)nc2n3CCOC2)c1	x	44%	x	x	29%	0%	20%	12%	x
CSc1nccn1CC(=O)Nc1ccc(F)cc1	15%	-1%	1%	-9%	3%	2%	11%	14%	5%
Cc1ccc(S(=O)(=O)N2CCCC2CNC(=O)c2ccc(F)c(F)c2)cc1 (stereo not given)	7%	-3%	u	9%	u	-4%	22%	u	-3%
COc1ccc(C(=O)NC2CC2)cc1OC1CCN(Cc2ccc(NC(C)=O)cc2)CC1	-11%	3%	-24%	-2%	u	6%	1%	16%	1%
COc1ccc(CN2C(=O)c3ccccc3C2C(=O)NCc2cccnc2)c(OC)c1 (stereo not given)	7%	8%	-11%	0%	-17%	-3%	-4%	-1%	17%
c1ccc(CNC2=NCCCC2)cc1	15%	6%	-5%	-5%	4%	6%	2%	24%	10%
COc1ccc(CCNC(=O)COc2ccc(S(=O)(=O)NC(C)C)cc2)cc1OC	-12%	-2%	-18%	14%	3%	2%	-13%	21%	-7%
Cn1c(=S)[nH]c2cccnc21	-2%	-15%	-1%	-3%	0%	-4%	-11%	8%	-1%
CCOC(=O)c1sc(NC(=O)CC)c(C#N)c1C	22%	-1%	-6%	9%	0%	8%	-3%	72%[activator]	8%
Cc1ccc(C)c(OCCNc2ncccc2[N+](=O)[O-])c1	-2%	-12%	18%	11%	-12%	-6%	27%	u	7%
COc1cc(NS(=O)(=O)c2ccc3[nH]c(=O)[nH]c3c2)cc(OC)c1	-1%	0%&-3%	-60%[inhibitor]	16%	-14%&19%	-7%&-2%	13%&4%	25%&10%	5%
CC(C)n1cc2c(N)ncnc2n1	0%	0%	-7%	-1%	34%	0%	8%	6%	0%
CCCc1cc2c(cc1NS(=O)(=O)c1ccc(CCNC(C)=O)cc1)OCO2	2%	12%	-2%	-1%	9%	13%	18%	0%	-1%

Continuation:
SMILES	HT1080-NT tox	KB-3-1 tox	SW480 rereplic	GLP1R ag	KB-V1 MDR tox	GLP1R cytotox	TDP43 rescue	GLP-1R inv ag	HT1080 IDH1KD tx
CCN1CCN(CCC(=O)Nc2cc(OC)cc(OC)c2)CC1	6%	19%	-2%	-29%	16%	0%	2%	8%	-10%
Cc1ccc(C(=O)Nc2ccccc2-c2ccccc2)cc1[N+](=O)[O-]	9%	u	7%	-7%	-27%	11%	23%	u	-2%
COc1cccc(NC(=S)N2CCN(S(C)(=O)=O)CC2)c1	4%	18%	4%	0%	0%	-4%	-7%	11%	0%
COCCNC(=O)C12CC3CC(CC(Cl)(C3)C1)C2	16%	0%	1%	1%	10%	13%	-18%	-7%	2%
C[n+]1cccc(NC(=O)c2ccccc2)c1	22%	20%	x	-1%	40%	2%	23%	18%	7%
CC(=O)NS(=O)(=O)c1ccc(NS(=O)(=O)c2ccc3ccccc3c2)cc1	-1%	-2%	2%	4%	17%	-6%	-12%	-15%	-3%

A draw from above in order of number of heavy atoms, rising:
SMILES	HT1080-NT tox	KB-3-1 tox	SW480 rereplic	GLP1R ag	KB-V1 MDR tox	GLP1R cytotox	TDP43 rescue	GLP-1R inv ag	HT1080 IDH1KD tx
CC(C)n1cc2c(N)ncnc2n1	0%	0%	-7%	-1%	34%	0%	8%	6%	0%
COc1cccc(NC(=S)N2CCN(S(C)(=O)=O)CC2)c1	4%	18%	4%	0%	0%	-4%	-7%	11%	0%
CCN1CCN(CCC(=O)Nc2cc(OC)cc(OC)c2)CC1	6%	19%	-2%	-29%	16%	0%	2%	8%	-10%
CC(=O)NS(=O)(=O)c1ccc(NS(=O)(=O)c2ccc3ccccc3c2)cc1	-1%	-2%	2%	4%	17%	-6%	-12%	-15%	-3%
CCCc1cc2c(cc1NS(=O)(=O)c1ccc(CCNC(C)=O)cc1)OCO2	2%	12%	-2%	-1%	9%	13%	18%	0%	-1%
